# ULK1 inh = ULK1 kinase inhibitors, primary screen, biochemical, AlphaScreen. AlphaScreen Atg13 phosphorylation by ULK1, luminescence. AID 1259251, 2017. 1.9% of 30,000 active. inhibition, % at 5.96 µM; in the data active means inhibition above about 43%;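 further: 0% = median of compound wells and 100% = no enzyme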
# Target sequence (O75385 whole entry, looked up): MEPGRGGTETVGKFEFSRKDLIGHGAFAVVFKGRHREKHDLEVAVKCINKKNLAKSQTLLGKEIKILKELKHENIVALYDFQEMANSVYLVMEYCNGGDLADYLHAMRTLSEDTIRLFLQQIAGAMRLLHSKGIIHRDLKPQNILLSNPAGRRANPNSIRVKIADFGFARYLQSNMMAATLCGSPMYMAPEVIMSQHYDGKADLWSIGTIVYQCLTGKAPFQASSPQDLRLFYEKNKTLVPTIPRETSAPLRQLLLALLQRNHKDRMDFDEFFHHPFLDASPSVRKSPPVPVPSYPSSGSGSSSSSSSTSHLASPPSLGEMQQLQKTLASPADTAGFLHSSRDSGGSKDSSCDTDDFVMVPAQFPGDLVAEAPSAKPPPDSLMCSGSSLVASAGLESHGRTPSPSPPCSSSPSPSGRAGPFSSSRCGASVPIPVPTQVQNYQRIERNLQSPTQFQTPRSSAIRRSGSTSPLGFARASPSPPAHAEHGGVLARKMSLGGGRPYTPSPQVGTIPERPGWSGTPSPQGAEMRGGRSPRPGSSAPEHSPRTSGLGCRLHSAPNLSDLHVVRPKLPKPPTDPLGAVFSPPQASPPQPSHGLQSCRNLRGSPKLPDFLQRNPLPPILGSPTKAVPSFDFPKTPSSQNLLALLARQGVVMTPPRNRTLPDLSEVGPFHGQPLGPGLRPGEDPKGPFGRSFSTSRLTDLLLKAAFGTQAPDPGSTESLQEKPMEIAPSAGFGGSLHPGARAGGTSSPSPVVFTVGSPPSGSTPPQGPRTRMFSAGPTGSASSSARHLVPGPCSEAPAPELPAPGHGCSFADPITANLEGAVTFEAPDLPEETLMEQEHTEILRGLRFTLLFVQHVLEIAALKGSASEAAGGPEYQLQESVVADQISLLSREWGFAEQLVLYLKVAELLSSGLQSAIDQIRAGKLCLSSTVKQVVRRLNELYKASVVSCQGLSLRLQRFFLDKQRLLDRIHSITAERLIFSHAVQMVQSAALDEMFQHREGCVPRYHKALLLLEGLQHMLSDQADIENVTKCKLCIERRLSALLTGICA
# ASK1 primary = ASK1 kinase inhibitors, primary screen, biochemical, AlphaScreen. Mitogen-activated protein kinase kinase kinase 5 (Homo sapiens), Q99683. AlphaScreen MKK6 phosphorylation by ASK1, luminescence. inhibition, % at 7.44 µM. 0.99% of 22,000 active. AID 1159602, 2016; in the data active means inhibition above about 35%;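 further: 0% = median of compound wells and 100% = no enzyme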
# Numbers without * were called inactive; / = no result given.
Compound	ASK1 primary	ULK1 inh
O=C(Nc1ccc(Oc2ccccc2)cc1)c1cc(N2CCOCC2)nc2ccccc12	-10	-1
CC(C)n1cnc2c(NCCOc3ccccc3)nc(Nc3ncccn3)nc21	-15	-2
FC(F)(F)c1cccc(CNc2ncnc3nc(Nc4ccncn4)[nH]c23)c1	14	0
O=C(NCCCN1CCCC1=O)C1CCN(c2ccc(NC3CCN(Cc4ccccc4)CC3)nn2)CC1	-19	-2
CC(C)n1cnc2c(NCCN3CCOCC3)nc(Nc3ncccn3)nc21	-11	-6
CN(C)CCOc1cc(-c2cn[nH]c2)ccc1NC(=O)[C@@H]1Cc2ccccc2CN1	-1	27
O=C(Nc1ccc2[nH]ncc2c1)C(O)c1ccc(Cl)cc1 (centres undefined)	-15	9
O=C(NCCCN1CCCC1=O)c1ccnc(Nc2ccc(-n3ccnc3)cc2)c1	-8	7
CS(=O)(=O)c1ccc(N2CCCN(C(=O)C3CCCCC3)CC2)c(F)c1	/	2
O=C(NC[C@H](O)c1ccccc1)c1cncc(-c2ccc3[nH]ncc3c2)c1	12	14
O=C(Nc1cnn(-c2cccc(C(=O)Nc3ccc4[nH]ncc4c3)c2)c1)Nc1ccccc1Cl	-2	13
O=C(NCCc1ccc(O)cc1)c1cnc(Nc2ccccn2)s1	8	16
FC(F)(F)Oc1ccc(Nc2cc(NCc3cccc(C(F)(F)F)c3)ncn2)cc1	-34	-22
O=C(NCCOc1ccccc1)c1cnc(Nc2nccc3ccccc23)s1	9	2
COc1cccc2c1C(=O)c1c(O)c3c(c(O)c1C2=O)C[C@@](O)(C(=O)CO)C[C@@H]3O[C@H]1C[C@H](N)[C@H](O)[C@H](C)O1	/	11
O=C(NC1CC1)c1ccc(-c2ncc(C(=O)NC3CC3)s2)cc1	5	0
CC(=O)Nc1ccc(Nc2ncnc3c2nc(-c2ccc(C(N)=O)cc2)n3C(C)C)cc1	-1	0
CC(C)n1cnc2c(NCCN3CCOCC3)nc(N3CCOCC3)nc21	14	12
CN1CCN(c2nc3cc(F)ccc3n3ccnc23)CC1	/	-14
CC(C)N(CCNc1ccnc(N2CCN(c3ccccn3)CC2)n1)C(C)C	5	3
COc1cc(Nc2nc(NCc3cccnc3)nc3nc[nH]c23)cc(OC)c1OC	-11	-6
c1ccc(Cc2nc3ccc(Nc4nccc(-c5cncc(N6CCOCC6)c5)n4)cc3o2)cc1	17	7
Cc1ccccc1C(=O)N1c2ccc(S(C)(=O)=O)cc2NC(=O)C1CC(C)C (centres undefined)	/	-5
O=c1[nH]cc(F)c(=O)[nH]1	/	-4
CCCOc1ccnc2c1c(=O)n(Cc1cccc(Cl)c1)c(=O)n2C	/	5
CC(C)N(CCNc1nc(-c2cccc(N)c2)nc2nc[nH]c12)C(C)C	-10	-1
Oc1ccc(CCNc2nc(Nc3cnccn3)nc3c2ncn3Cc2ccc(C(F)(F)F)cc2)cc1	21	-11
Clc1ccc(-c2cnc(NC3CC3)nc2)cc1	/	2
CNC(=O)c1ccccc1Nc1nc(Nc2ccc(-n3cnc(N4CCOCC4)n3)cc2)ncc1Cl	-27	36
CC(C)n1cnc2c(NCc3ccccc3)nc(Nc3ccncn3)nc21	-8	-13
O=C(NCCCN1CCCC1=O)c1cccc(Nc2nccc3ccccc23)c1	-1	3
CCOC(=O)N1CCN(c2cc(-c3cccnc3)nc(-c3ccncc3)n2)CC1	/	8
COc1ccc(-c2nc(NCCCN3CCCC3=O)c3ncn(Cc4ccc(C(F)(F)F)cc4)c3n2)cc1	-1	5
N#C/C(=C\c1cn(CC(=O)NCC2CCCO2)c2ccccc12)C(=O)NC1CC1 (centres undefined)	/	-10
CC(=O)Nc1ccc(NC(=O)c2ccnc(-c3cccc(N)c3)c2)cc1	-17	-9
Cc1cc2c(NC(=O)[C@@H]3CC[C@@H](N)C3)cccc2nn1	-22	8
Cc1nn(C)c(C)c1-c1cc(C(=O)NCCCN2CCCC2=O)ccn1	-18	5
COc1cc(NC(=O)c2ccc(-c3csc4ccccc34)s2)cc(OC)c1OC	11	-20
CN1CCN(C(=O)c2ccc(-c3nccc(NCc4cccnc4)n3)cc2)CC1	-8	2
CN(C)c1ccc(-c2cc(NCc3cccc(C(F)(F)F)c3)ncn2)cc1	-6	4
CC(C)(C)C(=O)Nc1cc(S(C)(=O)=O)ccc1N1CCN(C(=O)C(C)(C)C)CC1	/	12
COc1ccc(-c2cncc3ccc(C(=O)N[C@H](C)c4ccccc4)nc23)cc1	/	7
CN(C)CCOc1cc(-c2ccncc2)ccc1NC(=O)C1COc2ccc(Cl)cc2C1 (centres undefined)	-3	-6
C[C@]12CCC(=O)C=C1CC[C@@H]1[C@@H]2C(=O)C[C@@]2(C)[C@H]1CCC2(O)C(=O)CO (some centres undefined)	/	-1
Nc1ncn([C@@H]2O[C@H](CO)[C@@H](O)[C@H]2O)c(=O)n1	/	-1
COc1cc2nc(Nc3nccc4ccccc34)nc(Nc3ccc(NC(C)=O)cc3)c2cc1OC	69*	-2
CCN(CC)c1nc(NCCCN2CCCC2=O)nc(Nc2ccc(-n3ccnc3)cc2)n1	1	-5
CN(C)CCOc1cc(-c2cn[nH]c2)ccc1NC(=O)C1COc2ccc(C(=O)NCCc3cccs3)cc2C1 (centres undefined)	10	-3
Cc1nn(S(=O)(=O)c2ccc(OC(C)C)cc2)c(C)c1S(=O)(=O)N1CCC(C)CC1	/	-20
O=C1CCCN1CCn1cnc2c(NCCOc3ccccc3)nc(Nc3ccc(N4CCOCC4)cc3)nc21	4	-4
O=C(NCc1cn(-c2ccncc2)nn1)c1ccc(Br)cc1	3	1
NC(=O)c1ccc(-c2cc(C(=O)NCc3nc4ccccc4[nH]3)ccn2)cc1	-1	3
OCCNc1nc(N2CCN(c3ccccn3)CC2)nc2c1ncn2C1CCCCC1	13	-7
O=C(CS)Nc1ccccc1	/	-5
CC1=NS(=O)(=O)c2cc(Cl)ccc2N1	/	-2
CC(=O)Nc1ccc(Nc2nc(NC3CCC(O)CC3)nc3c2ncn3CCN2CCCC2=O)cc1 (centres undefined)	5	-15
c1ccc2c(c1)OC[C@@H](c1nc3ncc(-c4ccncc4)cc3[nH]1)O2	2	4
O=C1CSC(=O)N1c1ccc(O)cc1	/	5
Cc1cnc(-c2ccc(C(=O)NC3CC3)cc2)nc1NCCOc1ccccc1	-7	-14
O=C(Nc1cc(Oc2ccc(F)cc2)cc([N+](=O)[O-])c1)c1ccco1	/	-2

# The listing continues:
Compound	ASK1 primary	ULK1 inh
Clc1nc(NC2CC2)c2ncn(-c3ccccc3)c2n1	7	7
COc1ccc(CCNc2nc(-c3ccccc3)nc3c2ncn3CCN2CCCC2=O)cc1	-23	-44
CCN1CCN(C(=O)Cl)C(=O)C1=O	/	-12
O=C(Nc1ccccc1)c1cnc(N2CCN(c3ccccn3)CC2)s1	3	12
CC(=O)c1cccc(-c2nc(Nc3ccc(Oc4ccccc4)cc3)c3ncn(Cc4ccc(C(F)(F)F)cc4)c3n2)c1	-13	-5
CN1CCN(c2ccc(-c3cc(C(=O)NCCOc4ccccc4)ccn3)cc2)CC1	9	-3
c1ccc(CN2CCC(Nc3nc(N4CCN(c5ccccn5)CC4)nc4c3ncn4C3CCCCC3)CC2)cc1	22	-7
Cc1cnc(Nc2cnccn2)nc1NCCc1ccc(O)cc1	-1	1
FC(F)(F)c1ccc(Cn2cnc3c(NCCOc4ccccc4)nc(Nc4ccc(N5CCOCC5)cc4)nc32)cc1	11	-6
O=C(Nc1ccc(N2CCOCC2)cc1)c1csc(Nc2ccc(N3CCOCC3)cc2)n1	-8	32
N/C(=N\OC(=O)c1sc2ccccc2c1Cl)c1ncon1	/	-9
N=c1nc2n(cc1F)C1OC(CO)C(O)C1O2 (centres undefined)	/	-14
CC(C)N(CCNC(=O)c1csc(Nc2ccccc2)n1)C(C)C	-18	-5
COc1cc(OC)nc(Sc2ccccc2/C=N/O)n1	/	-25
Nc1nc(NCc2ccc3c(c2)OCO3)nc2c1ncn2Cc1ccc(C(F)(F)F)cc1	-5	4

# Taken from the results shown (three entries):
Compound	ASK1 primary	ULK1 inh
N=c1nc2n(cc1F)C1OC(CO)C(O)C1O2 (centres undefined)	/	-14
CC(C)N(CCNC(=O)c1csc(Nc2ccccc2)n1)C(C)C	-18	-5
COc1cc(OC)nc(Sc2ccccc2/C=N/O)n1	/	-25

# Next part
Compound	ASK1 primary	ULK1 inh
O=C(O)Cn1cc(I)c(=O)c(I)c1	/	-1
c1cncc(CNc2nc(NCc3nc4ccccc4[nH]3)c3ncn(-c4ccsc4)c3n2)c1	-10	24
c1ccc(CNc2ccnc(-c3ccc(N4CCOCC4)nc3)n2)cc1	-5	-7
O=C(Nc1ccccc1)c1ccc2nc(Nc3nccc4ccccc34)sc2c1	-12	13
COc1ccc(CCNC(=O)c2cncc(-c3ccc(C(=O)N4CCN(C)CC4)cc3)c2)cc1	7	2
O=C(NCCN1CCOCC1)c1ccc2nc(NC3CCN(Cc4ccccc4)CC3)sc2c1	-25	5
CN1CCN(c2ccc(-c3cccc(C(=O)NCCCN4CCCC4=O)c3)cc2)CC1	-17	-7
Cc1cnc(N2CCN(c3ccccn3)CC2)nc1Nc1ccccc1	-2	2
COc1ccc(-c2ncc(C(=O)NCCO)s2)cc1	-1	-10
CCCNc1nc(-c2cccc(C(C)=O)c2)nc2c1ncn2-c1ccsc1	-6	0
CN1CCN(c2ncn(-c3ccc(Nc4nccc(-c5cc(C#N)cc(N6CCCC(O)C6)c5)n4)cc3)n2)CC1 (centres undefined)	24	-44
c1ccc(Nc2cc(-c3ccccc3)ncn2)cc1	0	-1
Cc1ccccc1OCc1nc(N(C)CCN(C)C)c2cc(-c3cn[nH]c3)ccc2n1	13	-2
CCN(CC)C(=O)C1CCCN(c2nc(NCCO)nc(N(CC)CC)n2)C1 (centres undefined)	-4	5
COc1ccc(-c2cc(Nc3ccc(N4CCOCC4)cc3)ncn2)cn1	-1	7
CCCNc1nc(Nc2ccccc2)nc2c1ncn2Cc1ccc(C(F)(F)F)cc1	16	-20
c1ccc(CNc2cc(-c3ccccc3)ncn2)cc1	-3	2
O=C(NC1CCN(Cc2ccccc2)CC1)c1csc(Nc2cnccn2)n1	2	9
Nc1nc(-c2ccccc2)nc2c1ncn2C1CCCCC1	-14	-1
CC(C)N(CCNc1nc(NCc2cccnc2)nc2c1ncn2-c1ccccc1)C(C)C	-12	-6
COc1ccc(-c2cc(NCc3cccc(C(F)(F)F)c3)nc(N)n2)cc1	-4	-24
CCN(CC)S(=O)(=O)c1c(C)nn(C(=O)c2ccccc2Br)c1C	/	5
Cc1ncn(-c2ccc(Nc3ncc(Br)c(-c4cnn(C)c4)n3)cc2)n1	-68	85*
COCCN(Cc1cccc(C)c1)C(=O)c1nc2ccc(-c3cn[nH]c3)cc2s1	-4	-6
FC(F)(F)c1ccc(Cn2cnc3c(NCc4cccnc4)nc(NCc4ccc5c(c4)OCO5)nc32)cc1	-1	-10
CCNc1cc(C)nc(N2CCN(S(=O)(=O)c3cc(C)ccc3OC)CC2)n1	/	-16
Cc1nc(NCCN(C)C)cc(-c2ccccn2)n1	/	-5
O=C(NCCCN1CCCC1=O)c1cc(NCCCN2CCCC2=O)nc2ccccc12	-4	-5
COc1cc(NC(=O)c2cccc(-n3cc(Nc4nccc(-c5ccccc5)n4)cn3)c2)ccc1N1CCOCC1	-3	2
Cc1ccc(OC(=O)c2cccnc2C(F)(F)F)c([N+](=O)[O-])n1	/	-7

# Sorted by SMILES length (rising): some entries from above.
Compound	ASK1 primary	ULK1 inh
CCNc1cc(C)nc(N2CCN(S(=O)(=O)c3cc(C)ccc3OC)CC2)n1	/	-16
COCCN(Cc1cccc(C)c1)C(=O)c1nc2ccc(-c3cn[nH]c3)cc2s1	-4	-6
FC(F)(F)c1ccc(Cn2cnc3c(NCc4cccnc4)nc(NCc4ccc5c(c4)OCO5)nc32)cc1	-1	-10

# (listing goes on)
Compound	ASK1 primary	ULK1 inh
CCCNc1nc(OC)nc(-c2ccccc2)n1	2	-32
CC(=O)NC(=O)c1ccccc1O	/	2
c1ccc(-c2cc(NCC3CCCO3)ncn2)cc1 (centres undefined)	-12	5
CN(C)c1cccc(Nc2ccc(N3CCC(C(=O)NCc4cccnc4)CC3)nn2)c1	8	6
c1cncc(-c2cc(NCCCn3ccnc3)nc(-c3ccncc3)n2)c1	/	7
COc1cc(Nc2ncc(C)c(NCCOc3ccccc3)n2)cc(OC)c1OC	5	63*
c1ccc(CN2CCC(Nc3nc(NC4CC4)c4ncn(-c5ccsc5)c4n3)CC2)cc1	3	5
COc1cc2nc(-c3csc4ccccc34)nc(Nc3ccc(NC(C)=O)cc3)c2cc1OC	-19	-56
Cc1cccc(CC(=O)Nc2cnn(-c3cccc(C(=O)Nc4cccnc4)c3)c2)c1	-18	-12
O=C(NCCOc1ccccc1)c1ccc2nc(N3CCCC3CO)sc2c1 (centres undefined)	-8	-39
O=C(Nc1ccccc1)c1ccc2nc(Nc3ccncn3)sc2c1	-5	-6
CCCNc1cc(Nc2ccc3ncccc3c2)ncn1	0	6
CCCCOC(=O)CCCCCCCCC(=O)OCCCC	/	0
COc1ccc(-c2cncc3ccc(C(=O)N[C@@H](C)c4ccccc4)nc23)cc1	/	-2
CCN1CCN(c2c(Cl)cccc2NC(=O)c2ccccc2Cl)CC1	1	7
Cc1cc(NCCOc2ccccc2)nc(NCCCN2CCCC2=O)n1	-21	-4
COc1ccc(Nc2nc(C)cc(NCCCN3CCOCC3)n2)cc1	-8	-4

# Bioassay records (PubChem BioAssay)

# Compounds as they come; 2.4% or so of the library scored in one or more.
